Screens as filed in PubChem.
NCI-60 one-dose screen, 48 h, at 10 µM unless noted. Numbers give growth in % (100 = growth as untreated, 0 = no growth, -100 = all killed).
HL-60(TB): HL-60(TB) leukemia cells | 78,000 compounds, 9% hits; active means growth percent below 10
* marks the source's active call; other numbers are inactive results; & = joins results of further samples; [ ] = remark or other dose. Some of the compounds tested (hit frequency here may not be typical).

SMILES	HL-60(TB)
O=c1ccc(-c2ccc(Oc3ccc(-c4ccc(=O)[nH]n4)cc3)cc2)n[nH]1	101.2
COC(=O)/C=C1/SC(N2N=C(c3cccs3)CC2c2ccc(OC)cc2)=NC1=O (stereo unspecified)	53.3
CC1C(=O)NC(=O)NC1=O	98.1
CN1CCN(c2ccc(C(=O)/C=C/c3ccc(OC(F)F)cc3)cc2)CC1	-26.7*
Cc1ccc(C2=NN(C=O)C(c3cn(Cc4ccc(Cl)cc4)c4ccccc34)C2)cc1 (stereo unspecified)	98.2
Cc1cc2oc(/C=C/c3ccc(Cl)cc3)cc(=O)c2c(C)c1Cl	87.3
CSCC[C@@H]1NC(=O)Nc2nc3ccccn3c2C1=O	92.2
O=C(CCC(=O)c1nc2ncccc2[nH]1)NN1C(=O)CSC1c1ccccc1Cl (stereo unspecified)	101.6
O=C(Nc1ccc(Cl)cc1)Nc1ccccc1CNc1nc(Nc2ccc(OCCN3CCCC3)cc2)ncc1Cl	-45.1*
Nc1[nH]nc2[nH]c(=O)n3c4ccccc4nc3c12	111.0
COc1cc(-c2nc3cc4nc5ccccc5[nH]c4cc3n2)ccc1OCc1ccccc1	117.4
COc1ccc(Oc2ccc(/C=C/C(=O)c3cc(OC)c(OC)c(OC)c3)cc2)cc1	88.4
Cc1c(Cl)cccc1N=Cc1ccc2c(c1)OCO2	105.2
Oc1ccccc1/C=N/c1ncn[nH]1	94.8
Nc1c(C(=O)Nc2cncc3ccccc23)sc2nc3c(cc12)C(=O)CCC3	89.4
CCCCC(CC)C(O)CC(C)=O (stereo unspecified)	94.6
C/C=C\C(=O)OC	101.0
O=C(N/N=C/c1ccccc1)N/N=C/c1ccccc1	98.4&95.3
CCOC(=O)CNC	97.3
CCCn1c(=O)[nH]c(N)c([C@H]2c3ccccc3Oc3[nH]c(=O)n(CCC)c(=O)c32)c1=O	32.9
O=C(c1cccc(N2CCOCC2)n1)c1c[nH]c2ccccc12	98.9
CCOP(=O)(OCC)OC[C@]12CCC(C)(C)CC1C1=CC[C@@H]3[C@@]4(C)CCCNC(C)(C)[C@@H]4CC[C@@]3(C)[C@]1(C)CC2 (stereo partly specified)	34.7
CCC/C(=C(\C)c1ccccc1)c1ccccc1	106.1
COc1ccc(-n2cc(-c3ccccc3)c3c(SCC(=O)N/N=C/c4ccc([N+](=O)[O-])cc4)ncnc32)cc1	103.2
N#Cc1cnc2ccc(-c3cnc4n[nH]nc4c3)cc2c1N1CCc2cc(F)c(Cl)cc21	20.2
SMILES	HL-60(TB)
Ic1ccc(Cc2ccc(I)cc2)cc1	105.0
COc1ccc2oc3cc(NCCN(C)C)ccc3c(=O)c2c1	22.0
CC1(C)CC(=O)C2=C(C1)N(c1ccc(OC(F)(F)F)cc1)C(N)=C(C#N)C2c1ccccc1Br (stereo unspecified)	42.3
C/C(=N\N=C\c1ccc(Cl)cc1)c1nnn(-c2ccc([N+](=O)[O-])cc2)c1C	83.3
Cc1ccc(-c2nc3ccc(Cl)cn3c2NC2CCCCC2)o1	61.7
Cn1ccnc1C(=O)/C=C/C=C/c1ccc(C(=O)Nc2ccc(F)cc2)cc1	13.3
COc1cnccc1-c1nc2ccc3[nH]ncc3c2c2c1CCC2	98.8
O=c1ssc(=Nc2ccccc2)n1-c1ccccc1	89.2
CC(C)(C)OC(=O)N1C(=O)c2c(c3c4cc(Br)ccc4[nH]c3c3ccc4ccccc4c23)C1=O	101.8
O=[N+]([O-])c1ccc(Oc2cccc3c(Oc4ccc([N+](=O)[O-])cc4[N+](=O)[O-])cccc23)c([N+](=O)[O-])c1	99.9
COc1cc(C2=NN(C(C)=O)C(c3sc(N4CCOCC4)nc3Cl)C2)cc(OC)c1OC (stereo unspecified)	99.2
CCOC(=O)c1ncn2c1CN(C)C(=O)c1cc(F)ccc1-2	111.5
O=C(c1ccccc1)c1nn(-c2ccccc2)/c(=N/N=Cc2cn(-c3ccccc3)nc2-c2cc3ccccc3oc2=O)s1	92.0
O=C(CCN1CCCC1)c1ccc(Br)cc1	107.8
Cc1ccc(NCN2C(=O)c3ccccc3C2=O)cc1Cl	91.5
COc1cc(-c2c(-c3ccccc3)c[nH]c2C(N)=O)cc(OC)c1OC	99.9
CCCCCCCCn1ccc2cc(NC(=O)CN=[N+]=[N-])ccc21	102.0
OCCN1CCN(c2ncnc3[nH]ccc23)CC1	122.9
CCCSc1nc(Nc2ccc(C(C)=O)cc2)c(C#N)c(-c2ccc(OC)cc2)n1	96.0
Cc1nc(N)c(N)c(=O)[nH]1	102.1
CN(C)CCCn1c(=O)c2cc([N+](=O)[O-])ccc2c2cnc3[nH]ccc3c21	90.4
Cc1cc2ccccc2c[n+]1CCCCC[n+]1cc2ccccc2cc1C	101.5
CCCCCCCC/C=C/CCCCCCCC(=O)OCCN1C(=O)c2ccccc2C1=O	99.0
O=[N+]([O-])c1cc(F)ccc1Nc1cccc(F)c1	104.6
CCOC(=O)/C=C/c1sc(-c2ccccc2)cc1N	96.1
SMILES	HL-60(TB)
Cn1c(=O)c2c(nc(CNC(=O)c3ccccc3)n2C)n(C)c1=O	117.6
CCCCCCCCOC(=O)c1cc(Cl)cc(-c2ccccc2)c1O	108.0
CCCCCCCCCCCC(=O)OOC(=O)CCCCCCCCCCC	116.5
O=c1c2ccccc2nc(N/N=C/c2ccc(Oc3ccc(Br)cc3)cc2)n1-c1ccc(Cl)cc1	106.6
CCN1/C(=C\c2cc[n+](CC)c3ccccc23)C=Cc2ccccc21	6.0*
Cc1nn(-c2ccccc2)c2nc(CCl)[nH]c(=O)c12	33.1
Cc1ccc(C2=C/C(=C/c3ccc(Cl)cc3)C(=O)N2CCc2ccc(S(N)(=O)=O)cc2)cc1	69.7
COC(=O)CC/C(C)=N\Nc1ccc([N+](=O)[O-])cc1	24.5
O=C1COc2ccccc2C(=O)N1CCCCNc1ccc(S(=O)(=O)Nc2ncccn2)cc1	67.6
CC(=O)On1c(-c2ccccc2-c2nc3ccccc3n2OC(C)=O)nc2ccccc21	72.1
O=C1C=C(C(O)c2ccccc2O)C(=O)c2ccccc21 (stereo unspecified)	96.7
CCOP(=S)(NN=C1CCCC1)OCC	105.0
C/C(=C/C=C(/C)C(=O)O)C(=O)O	112.7
Cn1c(=O)cc(OCC(=O)N/N=C/c2ccc(Cl)cc2)c2ccccc21	99.4
C=C(C)[C@@H]1CC[C@]2(C(=O)N[C@H](CO)Cc3ccccc3)CC[C@]3(C)[C@H](CC[C@@H]4[C@@]5(C)CCC(=O)C(C)(C)[C@@H]5CC[C@]43C)[C@@H]12	87.7
CCOC(=O)C1=C(Nc2ccccc2)C(=O)OC12C(=O)Nc1ccccc12 (stereo unspecified)	102.2
NCCCC[C@H](NC(=O)[C@@H]1CCCN1C(=O)Cc1ccc(Br)c2ccccc12)C(=O)N[C@@H](CCCN=C(N)N)C(N)=O	103.5
O=C(Cn1cc(COn2nnc3ccccc32)nn1)Nc1cccc(Cl)c1	97.4
COc1ccc(C(=O)/C=C/c2sc(N(CCCl)CCCl)nc2Cl)cc1	83.8
C=CCN(CC=C)c1nn[nH]n1	109.3
COc1ccc([C@H]2c3[nH]c4ccccc4c3CC3C(=O)N(C4CCN(Cc5c(Cl)cccc5Cl)CC4)CC(=O)N32)c(OC)c1 (stereo partly specified)	106.7[8.33 µM]
CCC(=O)OC1=CN2C(=NC(c3ccc(N)cc3)=CC2c2ccc(Cl)cc2)S1 (stereo unspecified)	107.2
O=C1NCC(c2cc3ccc4ccccc4c3[nH]c2=O)Nc2ccccc21 (stereo unspecified)	86.7
CCOC(=O)/C(=N/Nc1cccc2c1C(=O)c1ccccc1C2=O)c1nn[nH]n1	101.3
O=[N+]([O-])c1ccccc1CN1CCCCC1	101.2

Given as a markdown table: entries from further up.
| molecule | HL-60(TB) |
| --- | --- |
| O=C1COc2ccccc2C(=O)N1CCCCNc1ccc(S(=O)(=O)Nc2ncccn2)cc1 | 67.6 |
| CC(=O)On1c(-c2ccccc2-c2nc3ccccc3n2OC(C)=O)nc2ccccc21 | 72.1 |
| O=C1C=C(C(O)c2ccccc2O)C(=O)c2ccccc21 (stereo unspecified) | 96.7 |
| CCOP(=S)(NN=C1CCCC1)OCC | 105.0 |
| C/C(=C/C=C(/C)C(=O)O)C(=O)O | 112.7 |
| Cn1c(=O)cc(OCC(=O)N/N=C/c2ccc(Cl)cc2)c2ccccc21 | 99.4 |

The list continues.
SMILES	HL-60(TB)
Cc1c(C(=O)C(SC(=S)N2CCN(c3ccccc3)CC2)SC(=S)N2CCN(c3ccccc3)CC2)nnn1-c1ccc(Cl)cc1	97.4
Cc1cc(Nc2nc(O)c(/C=c3\ccc4c(c3)C=CN=4)s2)no1	110.2
CC(=O)[C@@H]1CC[C@]2(COCCC#N)CC[C@@]3(C)[C@]4(C)CC[C@H]5C(C)(C)[C@@H](OCCC#N)CC[C@]5(C)[C@H]4CC[C@]3(C)[C@@H]12	83.2
O=C(/C(Br)=C/c1ccccc1)c1ccccc1	-2.6*
CCCN1C2CCC1/C(=C\c1ccc(F)cc1)C1=C2[C@@H](c2ccc(F)cc2)C(C#N)=C(N)O1 (stereo partly specified)	92.5
NC(=O)c1c(NC(=O)COC(=O)C2COc3ccccc3O2)sc2c1CCCC2 (stereo unspecified)	107.4
CC(C)(C)OC(=O)Nc1ccc(C=O)c2cccnc12	117.3
CSc1ccc2c3c(n(CCCn4ccnc4)c(=O)c2c1)-c1ccccc1C3=O	15.5
CC1OC(c2cccc([N+](=O)[O-])c2)OC1C (stereo unspecified)	97.3
CN=S(=O)(OCCCCCOS(=O)(=NC)c1ccc(C)cc1)c1ccc(C)cc1 (stereo unspecified)	70.7
CC1CCc2c(sc3nc(SCC(=O)N/N=C/c4ccc(O)cc4)n(-c4ccccc4)c(=O)c23)C1 (stereo unspecified)	103.2
CO[C@@H](c1ccccc1Cl)[C@H](C)OC(N)=O	105.6
OC(CN1CCC(N2CCCCC2)CC1)Cn1ccc2ccccc21 (stereo unspecified)	102.6
COc1cc(-c2cc(-c3ccc(C)cc3)nc3nc(N)[nH]c(=O)c23)ccc1Oc1ccnc2cc(Cl)ccc12	56.2
Clc1cccc(-c2nc(-c3cccs3)no2)c1	98.4
CC(=O)O[C@H]1CC[C@@]2(C)C(=CC[C@@H]3[C@@H]2CC[C@]2(C)c4nc5ccccc5nc4C(=O)C[C@@H]32)C1	90.2
C[C@@H]1CC[C@@H]2[C@@H]1[C@H](OC(=O)/C=C/c1ccccc1)[C@]1(CCCOCCOCCOCCOC(=O)CCCC[C@@H]3SC[C@@H]4NC(=O)N[C@@H]43)C[C@@H](OC(=O)CO)[C@@]2(C)O1	98.1
CCOc1ccc(/C=N/Nc2cc(C)nc3ccc(Cl)cc23)cc1	-51.7*
COc1ccccc1\C=N/N=C(N)/C(N)=N\N=C/c1ccccc1OC	121.3
COc1cc(/C=C/c2c(C(=O)O)cccc2[N+](=O)[O-])cc(OC)c1OC	101.6
O=C1S/C(=C\C=C\c2ccc([N+](=O)[O-])cc2)C(=O)N1c1ccc(F)cc1	97.1
O=C(CCCC(O)(C1CC1)C1CC1)C1CC1	99.2
O=[N+]([O-])c1cc(C(F)(F)F)cc([N+](=O)[O-])c1N1CCCC(n2cccc2)C1 (stereo unspecified)	98.1
CCOC(=O)c1c(Nc2ccccc2)nn2c(N)c(C#N)c(-c3ccccc3)nc12	70.9
CCCS(=O)(=O)Oc1cc2oc(=O)c3c(c2cc1OC)CCCCC3	79.5

A few values from the results shown:
In HL-60(TB), COc1ccccc1\C=N/N=C(N)/C(N)=N\N=C/c1ccccc1OC has the entry 121.3
In HL-60(TB), CSc1ccc2c3c(n(CCCn4ccnc4)c(=O)c2c1)-c1ccccc1C3=O has the entry 15.5
In HL-60(TB), CC(C)(C)OC(=O)Nc1ccc(C=O)c2cccnc12 has the entry 117.3

Returning to the listing; the 3 compounds before the break are reprinted first.
SMILES	HL-60(TB)
O=[N+]([O-])c1cc(C(F)(F)F)cc([N+](=O)[O-])c1N1CCCC(n2cccc2)C1 (stereo unspecified)	98.1
CCOC(=O)c1c(Nc2ccccc2)nn2c(N)c(C#N)c(-c3ccccc3)nc12	70.9
CCCS(=O)(=O)Oc1cc2oc(=O)c3c(c2cc1OC)CCCCC3	79.5
O=C(O)C(=O)Nc1ncn[nH]1	100.8
CSC1=NC2C(N(C)C(=O)N2C)N1/N=C/C=C/c1ccco1 (stereo unspecified)	98.3
OC1CC2(Cl)C(Cl)=C(Cl)C1(Cl)C2(Cl)Cl (stereo unspecified)	93.4
NS(=O)(=O)c1ccc(N2CC(c3nc4ccccc4o3)CC2=O)cc1 (stereo unspecified)	96.1
COc1cc2oc(-c3cccc(C(=O)Nc4ccc(Cl)cc4)c3)cc(=O)c2c(OCCNC(=O)[C@H](CO)NC(=O)OC(C)(C)C)c1OC	-32.5*
CCOC(=O)c1sc(-c2ccc(OS(=O)(=O)c3cccs3)c(C=O)c2)nc1C	-34.1*
Cc1ccc(S(=O)(=O)Oc2ccc(Cl)cc2)cc1	80.8
CN1CCN(CC#CCOC(=O)[C@]2(C)CC[C@]3(C)CC[C@]4(C)C(=CC[C@@H]5[C@@]6(C)CCC(=O)C(C)(C)[C@@H]6CC[C@]54C)[C@@H]3C2)CC1	86.6
C(=Nc1ccc2c(c1)Cc1ccccc1-2)c1ccnc2ccccc12	52.3
Cc1ccc(NC(=O)c2[nH]c(SCCN(C)C)nc2-c2ccc(F)cc2)cc1C#Cc1cnc2cccnn12	-54.9*
COc1cc2c(cc1OC)N(CCO)C1=C(C(=O)OC1)C2c1ccccc1 (stereo unspecified)	100.6
O=C1Nc2ccc(C(=O)O)cc2/C1=N/c1n[nH]c(=S)s1	51.8
CC(=O)Nc1ccc(/C(N=Nc2ccccc2)=N/N=C(N)N)cc1	94.4
O=C(O)CC(O)C(O)C(O)CO (stereo unspecified)	80.8
CCOC(=O)c1ccc(NC2CCC(=O)N2)cc1 (stereo unspecified)	87.1
CCO/C=N/C1=C(C#N)C(c2ccc(Cl)cc2)c2c(c3ccc(C)cc3[nH]c2=O)O1 (stereo unspecified)	88.6
Cc1ccc2nc(N)n(-c3ccccc3)c(=O)c2c1	97.4
CC1(C)S(=O)(=O)OCCOS1(=O)=O	95.6
Clc1cc(Cl)cc(N2N=C(c3ccccc3)CC2c2sc(Cl)nc2Cl)c1 (stereo unspecified)	96.6
ClC(Cl)=C(c1ccccc1)c1ccccc1	79.8
NC(=O)c1ccsc1NC(=O)CSc1ccc(Br)cc1	65.2
C=C1C(=O)O[C@H]2[C@H]1CC/C(Cn1cc(-c3ccc(F)cc3)nn1)=C\CC[C@@]1(C)O[C@@H]21	-18.8*
